Screening data: PubChem BioAssay, several laboratories
Myeloid diff MLP – promotes myeloid progenitor differentiation; ER-HoxA9 myeloid progenitors, lysozyme-GFP differentiation, flow cytometry; calls only at 10 µM; 360,000 compounds, 1% hits; AID 624256;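 active = normalized GFP-positive differentiation at or above the plate's own cutoff, the solvent-only control mean plus 3 SD; inconclusive = no clear call, values can overlap the other calls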;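 also: cells exposed to compound for four days before flow analysis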
NTR1 ag – NTR1-driven beta-arrestin-GFP spot formation – imaging, U2OS cells, high content, primary screen (AID 493036); activation, % at 20 µM; P30989; 330,000 compounds, 0.17% hits; agonist mode;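 active = activation at or above 40% of the spot to cytoplasm intensity ratio, with at least 20 cells analyzed; inconclusive = wells under 20 cells, flagged as cytotoxic or low count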;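 also: 0% = DMSO without peptide and 100% = 100 nM NTR1 peptide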
Target sequence (P30989 whole entry, looked up): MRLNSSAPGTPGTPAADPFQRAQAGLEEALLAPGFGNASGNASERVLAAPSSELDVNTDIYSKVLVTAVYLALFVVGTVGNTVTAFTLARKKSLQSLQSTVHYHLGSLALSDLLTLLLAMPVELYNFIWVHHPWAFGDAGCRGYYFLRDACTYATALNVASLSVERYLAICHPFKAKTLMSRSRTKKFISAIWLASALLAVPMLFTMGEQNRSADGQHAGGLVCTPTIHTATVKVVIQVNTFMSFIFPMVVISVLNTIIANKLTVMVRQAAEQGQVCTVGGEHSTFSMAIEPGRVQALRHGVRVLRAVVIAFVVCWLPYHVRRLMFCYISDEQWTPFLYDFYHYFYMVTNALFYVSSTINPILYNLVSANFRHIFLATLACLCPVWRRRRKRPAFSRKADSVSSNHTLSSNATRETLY
Rac1 GTP hydrolysis – MgcRacGAP GTPase-activating activity inhibitors, confirmation, biochemical, ADP Hunter fluorescence. MgcRacGAP-stimulated Rac1 GTP hydrolysis, ADP Hunter fluorescence; higher % means a stronger effect; GST-tagged Rac1 F28L mutant substrate. inhibition, % at 30 µM, or IC50 in µM where a hit was titrated. 340,000 compounds, 0.6% hits. AID 624330;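 active = first-screen hits whose inhibition reached a set limit at any dose in the follow-up dose series; inconclusive = inhibition above the set first-screen limit but never retested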;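 also: fluorescence reports GDP produced by GAP-driven GTP hydrolysis; strong numbers were not always called active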
NTR1 ag cell count 20 µM – further read-out of NTR1 ag, marked with its call; cell count; measured here: cell count, cytotoxicity flag
Myeloid diff MLP GFP+ MAC1+ % – further read-out of Myeloid diff MLP, marked with its call; GFP+ MAC1+ double positive, %; measured here: differentiation confirmed by MAC1 staining
Active calls of the source: *; i = inactive; ? = inconclusive; · = no result given; + = active, no number. Some of the compounds tested. The share of hits here may be higher or lower than overall.

SMILES	Myeloid diff MLP	Myeloid diff MLP GFP+ MAC1+ %	NTR1 ag	NTR1 ag cell count 20 µM	Rac1 GTP hydrolysis
COc1ccc(NS(=O)(=O)c2ccc(NC(=O)c3ccccn3)cc2)cc1	i	0.8	-2.1	43	5%
C[C@H](CO)N1C[C@H](C)[C@@H](CN(C)Cc2ccccc2)Oc2c(NC(=O)C3CCCCC3)cccc2C1=O	i	0.8	2.8	60	9%
Cc1ccc(NC(=O)C2CCCN(C3=NS(=O)(=O)c4ccccc43)C2)c(O)c1 (stereo not drawn)	+	2.7*	-0.8	95	4%
Cc1ccnn1-c1ccc(C(=O)NCC(c2ccco2)N2CCCC2)cc1 (stereo not drawn)	i	1.5	-2.1	16	2%
O=C(COC(=O)c1cccc(S(=O)(=O)N2CCOCC2)c1)NCc1ccc2c(c1)OCO2	i	1.1	-0.1	59	0%
COC(=O)[C@]1(C)CCC[C@@]2(C)C3CC[C@@]4(C)C[C@]3(CCC21)CC4=NO (stereo partly drawn)	i	1.3	12	70	8%
CCOc1ccc(S(=O)(=O)N(C)c2ccc(OCC(=O)NCC3CCCCC3)cc2)cc1	i	1.0	4.3	59	5%
Cc1cc(C)n2nc(C(=O)OCC(=O)NCc3ccc(F)cc3)nc2n1	i	0.6	0.5	48	6%
Cc1csc(NC(C)c2nc3cc(C(F)(F)F)ccc3n2CCCO)n1 (stereo not drawn)	i	0.7	-0.3	46	11%
CC(C)(C)OC(=O)C[C@H]1C/C=C\C[C@H](CC(=O)N[C@H](CO)Cc2ccccc2)C(=O)N[C@H](C(C)(C)C)COC1=O	i	1.4	2.8	76	6%
O=C(/C=C/c1ccccc1)OCC(=O)c1c[nH]c2ccccc12	i	0.7	4.0	55	-1%
NNC(=O)C1CCN(S(=O)(=O)c2ccc(Cl)cc2)CC1	i	0.4	-1.7	51	-2%
CN(Cc1ccccc1)C(=O)COC(=O)c1cc(=O)[nH]c2ccccc12	i	0.6	2.4	53	1%
CC(C)(C(=O)c1ccccc1)/[N+]([O-])=C/c1ccccc1F	i	0.3	-1.2	52	-3%
CCCn1c(N)c(C(=O)COC(=O)c2cccc(S(=O)(=O)N3CCOCC3)c2)c(=O)[nH]c1=O	i	2.2	4.3	54	3%
O=C(NC1CCCCC1)c1ccc(-c2ccccc2F)o1	i	2.2	0.8	65	2%
CC1CCN(C(=O)C2COc3ccccc3O2)CC1 (stereo not drawn)	i	0.2	-1.8	59	2%
COc1cc(NC(=O)C2CC(=O)N(Cc3ccco3)C2)c(OC)cc1Cl (stereo not drawn)	i	0.8	6.5	41	6%
C[C@@H]1O[C@@H](O[C@H]2[C@H](O[C@H]3C[C@]4(C)C(C[C@@H](O)C5C([C@]6(C)CC[C@@H](C(C)(C)O)O6)CC[C@]54C)[C@@]4(C)CC[C@H](O)C(C)(C)C34)O[C@H](CO)[C@@H](O)[C@@H]2O)[C@H](O)[C@H](O)[C@H]1O (stereo partly drawn)	i	1.5	-0.5	38	7%
COc1ccc([C@H]2CC(=O)C=C(c3ccc(O)cc3)C2)cc1OC	i	0.5	-1.0	64	4%
COc1ccc(S(=O)(=O)Nc2cccc3c2O[C@H](CN(C)C(=O)NC2CCCCC2)[C@@H](C)CN([C@H](C)CO)C3=O)cc1	i	0.4	-1.3	50	6%
COc1ccc(C(=O)NCC(=O)N2CCC(Cc3ccccc3)CC2)cc1OC	i	0.3	-1.0	60	-2%
Cc1nn(CC(=O)N(C)C2(C#N)CCCCC2)c(C)c1[N+](=O)[O-]	i	0.5	-0.2	89	4%
CCN(CC(=O)NCc1cccs1)C(=O)CCCOc1ccccc1	i	1.2	-0.6	51	15%
O=C(c1ccc2n[nH]nc2c1)N1CCN(c2ccc(C(F)(F)F)cn2)CC1	i	0.3	4.2	49	1%
N#Cc1c([N+](=O)[O-])cc([N+](=O)[O-])cc1S(=O)(=O)Cc1ccccc1	?	·	-2.4	60	15%
Cc1cc(Cl)ccc1OCC(=O)OCC(=O)N1CCC(C(N)=O)CC1	i	0.3	0.3	86	6%
CCN(CC)C(=O)[C@H]1C[C@H](CC(=O)NCCCN(C)C)C(=O)N2CCc3c([nH]c4cc(-c5ccco5)ccc34)[C@]12C	i	0.7	1.4	60	12%
CC(NC(=O)c1ccco1)C(=O)OCc1cccc(C(F)(F)F)c1 (stereo not drawn)	i	0.6	0.4	77	0%
Nc1ccc(C(=O)OCC(=O)Nc2cccc(S(=O)(=O)NC3=NCCCCC3)c2)cc1[N+](=O)[O-]	i	1.8	2.1	50	7%

Some of the entries so far, with bars between the fields:
molecule | Myeloid diff MLP | Myeloid diff MLP GFP+ MAC1+ % | NTR1 ag | NTR1 ag cell count 20 µM | Rac1 GTP hydrolysis
CCOc1ccc(S(=O)(=O)N(C)c2ccc(OCC(=O)NCC3CCCCC3)cc2)cc1 | i | 1.0 | 4.3 | 59 | 5%
Cc1cc(C)n2nc(C(=O)OCC(=O)NCc3ccc(F)cc3)nc2n1 | i | 0.6 | 0.5 | 48 | 6%
Cc1csc(NC(C)c2nc3cc(C(F)(F)F)ccc3n2CCCO)n1 (stereo not drawn) | i | 0.7 | -0.3 | 46 | 11%
CC(C)(C)OC(=O)C[C@H]1C/C=C\C[C@H](CC(=O)N[C@H](CO)Cc2ccccc2)C(=O)N[C@H](C(C)(C)C)COC1=O | i | 1.4 | 2.8 | 76 | 6%

Later entries
SMILES	Myeloid diff MLP	Myeloid diff MLP GFP+ MAC1+ %	NTR1 ag	NTR1 ag cell count 20 µM	Rac1 GTP hydrolysis
Cc1nnc(SCC(=O)N(C)C2CCCCC2)n1C	i	0.9	0.6	50	0%
COc1ccccc1-c1sc2cc3c(cc2c1-c1ccc(O)cc1)OCO3	i	0.5	8.0	55	5%
CCN(C[C@H]1N[C@@](Cc2ccccc2)(C(=O)OC)[C@H]2C(=O)N(Cc3ccccc3)C(=O)[C@@H]12)C(=O)Nc1ccc(C(F)(F)F)cc1	i	1.3	8.6	64	10%
Cc1cccc(Oc2ccc(NC(=O)C3=CC=CN4CCS(=O)(=O)N=C34)cc2)c1	i	0.6	10	90	9%
C[C@H]1NC(=O)[C@@]2(C)[C@@H](c3ccccc3)[C@H]3COc4ccccc4[C@H]3N2C1=O	i	3.1	1.3	49	4%
COc1cc2cnc(-c3ccccc3)c(-c3cccc(C(F)(F)F)c3)c2cc1OC	i	1.1	18	53	4%
CC(C)N(C(=O)[C@H]1C[C@H](CC(=O)NCCC2=CCCCC2)C(=O)N2CCc3c([nH]c4ccc(Cl)cc34)[C@]12C)C(C)C	i	1.3	17	68	2%
O=C(Cn1cnc2c(NCc3ccccc3)ncnc21)NCC1CCCO1 (stereo not drawn)	i	0.6	-0.2	55	8%
Cc1ccc(C(=O)NCc2cccc(C(F)(F)F)c2)cc1S(=O)(=O)N1CCCCC1	i	1.2	1.2	76	5%
Cc1ccc(NC(=O)c2cccc(C(F)(F)F)c2)cc1NC(=O)c1[nH]cnc1C(N)=O	i	1.2	-0.1	58	9%
Cc1ccc(C)c(NC(=O)CN(C)C(=O)CC2OC(=O)c3ccccc32)c1 (stereo not drawn)	i	0.8	0.4	58	4%
Cc1ccc(NC(=O)COC(=O)c2ccc[n+]([O-])c2)c(Br)c1	i	0.7	0.6	50	0%
CC1CC(C)CN(C(=O)COC(=O)CCC(=O)c2cccs2)C1 (stereo not drawn)	i	0.5	-1.0	36	2%
COC(=O)[C@]1(C)N[C@H](CN(C)S(=O)(=O)c2ccccc2)[C@@H]2C(=O)N(C)C(=O)[C@@H]21	i	3.1	-0.6	54	1%
O=C(COc1cccc(C(F)(F)F)c1)NCC(c1ccco1)N1CCCC1 (stereo not drawn)	i	0.3	3.0	57	3%
Cc1cc(C)c(C(=O)COC(=O)C2CCN(c3ccc(C(F)(F)F)cn3)CC2)c(C)c1	i	0.6	0.5	56	2%
C=CCn1c(SCC(=O)c2c(N)n(C3CC3)c(=O)[nH]c2=O)nnc1-c1ccc(OC)cc1	i	0.1	0.1	43	7%
O=C(COC(=O)c1ccccc1O)Nc1cccc2ccccc12	i	1.9	1.3	53	-5%
CCCCCCCNC(=O)C1(CC2CC(c3cccc(Br)c3)=NO2)CCN(C(=O)C2(C)CC2)CC1 (stereo not drawn)	i	1.6	4.0	59	4%
CN(CC(=O)Nc1cccc(F)c1)C(=O)C1CCN(C(=O)c2ccc(Cl)cc2)CC1	i	1.0	0.6	65	9%
Brc1ccccc1-c1nc2c3ccccc3ncn2n1	i	0.3	1.8	59	3%
Cc1c(NC(=O)COC(=O)CSc2ccc([N+](=O)[O-])cc2)c(=O)n(-c2ccccc2)n1C	i	1.0	1.5	63	2%
CS(=O)(=O)c1ccc(CNC(=O)[C@]2(C(F)(F)F)C[C@H](CCc3ccccc3)CCCO2)cc1	i	0.9	1.0	78	6%
O=C(NCc1ccco1)c1cc(S(=O)(=O)NC2CC2)ccc1Br	i	0.2	-0.6	68	6%
O=C(Nc1sc2c(c1C(=O)NCC(O)CO)CCCC2)c1ccccc1 (stereo not drawn)	i	0.5	0.2	40	10%
CCOc1ccc(NC(=O)CN(C)C(=O)Cc2sc(C)nc2-c2ccc(F)cc2)cc1OCC	i	0.1	0.3	46	5%
COc1ccccc1[C@@]1(C)ON(c2ccccc2C(F)(F)F)C1=O	i	0.4	10	51	5%
Cc1nc2nc(SCc3ccccc3)nn2c(C)c1C	i	1.0	0.8	73	11%
CN(Cc1cccs1)S(=O)(=O)c1ccc(Cl)cc1F	i	0.2	0.9	61	7%
Cc1ccc(C)c(N2CCN(C(=O)CCc3nc(-c4ccccc4)no3)CC2)c1	i	1.5	6.5	57	1%
COc1ccc(S(=O)(=O)N2CCOCC2)cc1NC(=O)COC(=O)C1CCC1	i	0.9	-2.1	78	-1%
O=C(CCC(=O)N1CCN(c2ccccn2)CC1)c1cccs1	i	0.8	-2.2	57	1%
COCC(=O)N(C)C[C@H]1N[C@@](C)(C(=O)OC)[C@H]2C(=O)N(C)C(=O)[C@@H]12	i	2.2	-1.8	66	5%
Cc1cccc(C(=O)NC2CC3CCC(C2)N3C)c1 (stereo not drawn)	i	0.4	1.2	77	3%
CNC(C)C(=O)NC(C(=O)N1CCCC1C(=O)Nc1ccc2ncccc2c1)C(C)C (stereo not drawn)	i	1.3	0.2	57	5%
COc1cc(OC)cc(C(=O)N[C@H](C(=O)NNC(=O)c2ccc(Br)cc2)C(C)C)c1	i	1.9	2.0	58	4%
Cc1c(NC(=O)COC(=O)c2ccc(O)cc2)c(=O)n(-c2ccccc2)n1C	i	0.3	0.4	60	5%
CC(C)(C)c1ccc(S(=O)(=O)N2CCN(C(=O)C3=COCCO3)CC2)cc1	i	0.1	-0.9	50	-2%
CC(c1nc2ccccc2c(=O)[nH]1)N1CCCN(S(=O)(=O)c2ccc(F)cc2)CC1 (stereo not drawn)	i	0.5	3.0	49	6%
O=C(COC(=O)C1=NN(c2ccccc2)C(=O)CC1)Nc1nc(-c2ccc(F)cc2)cs1	i	1.3	3.4	50	-14%
CCOC(=O)[C@@H]1[C@H]2COc3ccccc3[C@H]2N2C(=O)N(c3ccc(Br)cc3)C(=O)[C@]12C	i	1.2	0.7	58	8%
Cc1ccc2c(COC(=O)CNS(=O)(=O)c3ccccc3)cc(=O)oc2c1	i	1.3	-1.8	44	5%
CCN(CC)S(=O)(=O)c1cccc(C(=O)OCC(=O)NCCN2C(=O)CSC2=O)c1	i	0.5	-1.5	36	2%
Cc1ccc(C2(c3ccc(C)cc3)NC(=O)N(CC(=O)NCCCN3CCCC3=O)C2=O)cc1	i	0.7	-0.2	57	2%
Cc1ccccc1C(=O)N1CCC(C(=O)Nc2sccc2C(N)=O)CC1	i	0.8	-0.4	46	-1%
COc1ccc([C@H]2CC(=O)C=C(c3ccccc3)C2)cc1OC	i	1.6	0.0	55	-4%
C=CCOC1=CS(=O)(=O)N(Cc2ccc(Br)cc2)c2ccc(Br)cc21	i	1.5	3.7	45	7%
COc1ccc(CCC(=O)NNC(=O)c2cccs2)cc1	i	1.9	0.8	51	14%
O=C(NCC(c1cccs1)N1CCOCC1)c1ccc(OCc2ccccc2)cc1 (stereo not drawn)	+	1.8*	-1.3	48	2%
O=C1COc2ccc(C(=O)COC(=O)c3ccc([N+](=O)[O-])cc3Cl)cc2N1	i	0.6	1.4	57	0%

Single records (already shown). Values in the order: Myeloid diff MLP | Myeloid diff MLP GFP+ MAC1+ % | NTR1 ag | NTR1 ag cell count 20 µM | Rac1 GTP hydrolysis
Listed for COc1ccc(CCC(=O)NNC(=O)c2cccs2)cc1 : i | 1.9 | 0.8 | 51 | 14%
Listed for Cc1ccccc1C(=O)N1CCC(C(=O)Nc2sccc2C(N)=O)CC1 : i | 0.8 | -0.4 | 46 | -1%
Listed for CCOC(=O)[C@@H]1[C@H]2COc3ccccc3[C@H]2N2C(=O)N(c3ccc(Br)cc3)C(=O)[C@]12C : i | 1.2 | 0.7 | 58 | 8%
